HT1080NT lethal: kills 2HG-producing HT-1080-NT fibrosarcoma cells; HT-1080-NT fibrosarcoma viability, CellTiter-Glo ATP luminescence, 48 h; Potency, µM (titrated, usually from 46.1 µM), for the others: top-dose activity, negative = less viability, hits mostly cytotoxic; actives 1.6% (n = 360,000); AID 686970;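 note: NT is the 2HG producing partner of a matched IDH1 knockdown line; potency is the fitted concentration of half-maximal effect; 0% = DMSO-treated cells and -100% = media-only wells without cells; nearly all actives have a fitted effect of over 55% in size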
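750 cells/well, RPMI + 5% FBS; 2 h settle, compound pin-transfer, 48 h at 37 degrees C. CellTiter-Glo 10 min RT, luminescence. Normalized to DMSO and media-only wells.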
KB-V1 MDR tox: kills drug-selected multidrug resistant KB-V1 cells; KB-V1 MDR cells viability, CellTiter-Glo, 72 h; Potency, µM (titrated, usually from 46.1 µM), for the others: at the highest dose activity change, negative = cytotoxicity, most hits filed as cytotoxic; actives 3.4% (n = 400,000); AID 1347076; note: potency is the fitted concentration of half-maximal effect; % is set by controls: 0 for no effect and ±100 for the full control effect; nearly all actives have a fitted effect of over 60% in size
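Cytotoxicity toward P-gp-expressing KB-V1 cells was determined as loss of CellTiter-Glo luminescence after 72 h at 37 degrees C. Compounds were tested in quantitative HTS format across a concentration range, with curves fitted to normalized data.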
KB-3-1 cytotox: KB-3-1 parental cell cytotoxicity | Potency, µM (series often up to 46.1 µM), for inactives: top-dose activity change, negative = cytotoxic, hits mostly cytotoxic | KB-3-1 viability, CellTiter-Glo ATP luminescence, 72 h | actives 1.4% (n = 400,000); note: potency is the fitted concentration of half-maximal effect; % is set by controls: 0 for no effect and ±100 for the full control effect; nearly all actives have a fitted effect of over 60% in size
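Viability of parental KB-3-1 cells, measured by CellTiter-Glo luminescence, followed a 72 h incubation at 37 °C with pinned compounds in phenol-red-free DMEM containing 10% FBS.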
HT1080 IDH1KD tx: HT-1080 IDH1 knockdown cell toxicity (counter line) | AID 686971 | Potency, µM (top dose mostly 46.1 µM), without a hit: at the top dose activity, negative = toxicity, actives largely listed as cytotoxic | HT-1080 IDH1 knockdown viability, ATP luminescence, 48 h | actives 2% (n = 360,000);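 note: potency is the fitted concentration of half-maximal effect; 0% = DMSO wells and -100% = cell-free medium wells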
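Luminescent ATP read-out (CellTiter-Glo, 10 min at room temperature) after 48 h compound exposure at 37 °C gave viability of IDH1-knockdown HT-1080 cells. Activity was normalised to DMSO and cell-free wells, then fitted as concentration-response curves.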
GLP-1R agonist: activates the human GLP-1 receptor; HEK293 GLP-1R CRE-luciferase, luminescence, 4-6 h; cells express a hypersensitive GLP-1R form; Potency, µM (highest dose often 45.6 µM), inactives show top-dose activation, actives largely listed as activators; actives 0.007% (n = 380,000); P43220; AID 624172; note: potency is the fitted concentration of half-maximal effect; % of control where 0% means no effect
Target sequence (P43220 whole entry, looked up): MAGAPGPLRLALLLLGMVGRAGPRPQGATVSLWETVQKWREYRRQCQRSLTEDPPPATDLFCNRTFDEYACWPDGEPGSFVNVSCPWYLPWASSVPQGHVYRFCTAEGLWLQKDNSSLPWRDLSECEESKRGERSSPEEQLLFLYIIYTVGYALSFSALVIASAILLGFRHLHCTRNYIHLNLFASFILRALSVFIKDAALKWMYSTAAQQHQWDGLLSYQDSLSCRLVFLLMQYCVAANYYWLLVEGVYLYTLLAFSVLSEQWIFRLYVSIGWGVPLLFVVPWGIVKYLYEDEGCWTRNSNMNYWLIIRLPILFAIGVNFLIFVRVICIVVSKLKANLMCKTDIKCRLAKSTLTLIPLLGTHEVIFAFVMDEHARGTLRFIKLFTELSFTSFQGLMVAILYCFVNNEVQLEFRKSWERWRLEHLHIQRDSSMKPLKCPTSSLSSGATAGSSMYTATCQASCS
D3 antag: blocks the human D3 dopamine receptor | actives 2.5% (n = 360,000) | max response, negative = inhibition, % | AID 652054 | D3R cells, DiscoveRx beta-arrestin luminescence, antagonist mode; stronger effect = lower value | P35462; in the data active = max response below about -50%; inconclusive = no clear call, values can overlap the other calls; note: % is set by controls: 0 for no effect and ±100 for the full control effect; mostly tested at two doses, the higher about 12 µM
Target sequence (P35462 whole entry, looked up): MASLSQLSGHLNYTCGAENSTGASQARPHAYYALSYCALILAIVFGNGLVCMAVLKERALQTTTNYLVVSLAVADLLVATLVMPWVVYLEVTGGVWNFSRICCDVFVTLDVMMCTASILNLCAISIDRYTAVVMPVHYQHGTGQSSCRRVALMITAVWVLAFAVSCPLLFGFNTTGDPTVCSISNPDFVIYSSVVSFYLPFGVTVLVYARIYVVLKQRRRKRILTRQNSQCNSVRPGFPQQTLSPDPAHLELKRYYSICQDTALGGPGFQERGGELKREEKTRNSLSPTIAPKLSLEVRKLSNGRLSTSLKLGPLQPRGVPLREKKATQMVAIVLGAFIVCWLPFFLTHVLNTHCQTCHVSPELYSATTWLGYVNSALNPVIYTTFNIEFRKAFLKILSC
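Cells expressing the human receptor were seeded at 1500 cells/well, incubated overnight at 37 degrees C in 5% CO2, then exposed to library compounds with dopamine controls for 90 minutes at 37 degrees C before luminescent detection.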
IL1B secr inh: inhibitors of inflammasome signaling (IL-1 beta secretion) | THP-1 LPS/ATP IL-1B secretion, AlphaLISA, 16 h; stronger effect = lower value | activity change, % at 57.5 µM | actives 4.7% (n = 360,000); in the data active = activity change below about -50%; inconclusive = mostly about -30% to -49%; note: % is set by controls: 0 for no effect and ±100 for the full control effect
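THP-1 cells pretreated 1 hr with compounds (up to 57.5 uM final), then stimulated with LPS (250 ng/mL final) plus ATP (1.25 mM final); secreted IL-1B measured by AlphaLISA after 16 hr, decreased signal indicating inhibition.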
DRD3 agonist: agonists of human D3 dopamine receptor; P35462; D3R DiscoveRx beta-arrestin cells, luminescence, 90 min; max activation, %; AID 652048; actives 0.58% (n = 410,000); in the data active = max activation above about 30%; note: 0% is about no effect; mostly tested at two doses, the higher about 12 µM
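Cells at 1500/well, incubated overnight, then treated with pinned compounds (dopamine as control) for 90 min at 37 degrees C. DiscoveRx reagent added for 30 - 60 minutes at room temperature; luminescence read.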
SW480 rerep: induces DNA re-replication in SW480 colon adenocarcinoma cells. SW480 DNA re-replication, Hoechst DNA content imaging, 48 h. Potency, µM (highest dose often 46.1 µM), for the others: at the top dose re-replication activation, hits mostly activators. actives 1.8% (n = 340,000). AID 624297; note: potency is the fitted concentration of half-maximal effect; % of control where 0% means no effect; nearly all actives have a fitted effect of over 55% in size
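Image-based DNA-content assay: after two days of treatment, nuclei were labelled with the DNA dye Hoechst and imaged, and hits were compounds raising the count of nuclei showing high fluorescence intensity.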
Active calls of the source: *; ? = inconclusive; nt = not tested or not shown; & = joins results of further samples; [ ] = another dose, or the depositor's remark. Unless noted, calls come from the whole dose curve; as a rule, active = well fitted curve in the direction sought with a large enough effect; inconclusive = small, poorly fitted or top-dose-only effect, or another doubt; inactive = no such curve, though single readings can be large; an effect the other way counts as inactive or inconclusive.

mol	KB-V1 MDR tox	SW480 rerep	HT1080 IDH1KD tx	KB-3-1 cytotox	DRD3 agonist	GLP-1R agonist	IL1B secr inh	HT1080NT lethal	D3 antag
CC(C)C(=O)Nc1ccc(NC(=O)c2ccc([N+](=O)[O-])cc2Cl)cc1	?	5.0%	-6.2%	0.8%	-2.2	2.5%	16.7	-2.9%	-22.8
Cc1ccc(/C=C/C(=O)O)cc1S(=O)(=O)N1CCCc2ccccc21	0.8%	12.1%	2.2%	-1.9%	2.3	0.3%	4.2	0.3%	-1.6
C=Cc1ccc(CSc2cc(C)nc3nc(C)nn23)cc1	?	?	-11.2%	-22.2%	-2.2	16.1%	68.6	-9.4%	2.5
O=C(CSc1nnc(COc2ccc(Cl)cc2)o1)N1CCN(c2ccccc2)CC1	-0.8%	-6.2%	3.1%	5.5%	3.2	2.5%	4.2	-1.5%	-17.6
COC(=O)c1cccc(NC(=S)N2CCN(c3ccccc3F)CC2)c1	2.6%	4.5%	0.0%	11.2%	-7.4	0.6%	19.9	-14.1%	-23.0
CC(C)CCn1c(C(C)O)nc2ccccc21 (centres undefined)	5.1%	-1.5%	-2.9%	-0.2%	0.7	-2.4%	9.9	-0.8%	23.0
Fc1ccc(-c2nnsc2Sc2ccccn2)cc1	1.4%	2.1%	18.6%	-3.7%	-6.1	-6.3%	-14.2	0.2%	-22.3
CCOC(=O)C1=C(C)NC2=C(C(=O)CC(C)(C)C2)C1c1coc2ccccc2c1=O (centres undefined)	0.7%	4.8%	?	5.1%	0.4	2.6%	9.3	1.0%	6.4
CCCCC(=O)Nc1ccc(NC(=O)CCCC)nc1	-0.8%	-0.8%	21.1%	11.0%	6.4	-8.3%	2.8	20.5%	18.8
O=C(Nc1ncc(Cc2ccccc2)s1)c1cccs1	?	0.6%	?	?	-7.6	-10.3%	-3.9	-27.8%	19.1
CCCN(CCC)CCCNC(=O)C(NS(=O)(=O)c1ccc2c(c1)CCC(=O)N2)c1ccccc1 (centres undefined)	0.0%	-3.5%	5.4%	1.4%	-4.6	19.5%	40.3	2.0%	13.1
CCc1ccc(OCC(=O)NCC(c2ccc(Cl)cc2)N2CCCCC2)cc1 (centres undefined)	-16.5%	9.2µM*	?	?	-16.9	19.0%	-99.8*	?	?
NC(=O)C1CCN(C(=O)c2cnn(-c3ccccc3)c2NC(=O)c2ccco2)CC1	-3.2%	1.3%	-2.3%	0.8%	-17.9	3.8%	-3.1	0.9%	-16.2
COc1ccc(N=C2C=CC(=O)O2)cc1	3.0%	?	?	-1.1%	-2.8	0.7%	4.2	-1.7%	-11.3
O=C1CC(N2CCCc3ccccc32)C(=O)N1c1ccccc1Cl (centres undefined)	18.6%	-6.1%	4.0%	6.8%	4.8	-9.3%	26.5	0.4%	23.3
CSCCNC(=O)C1(C)CCN1C(=O)CCc1ccccc1 (centres undefined)	3.7%	nt	21.4%	0.0%	10.2	-2.9%	19.6	29.5%	19.5
O=C(CSc1nc2c([nH]c3ccccc32)c(=O)n1-c1cccc(Cl)c1)N1CCCC1	7.8%	nt	nt	11.7%	1.5	-5.9%	nt	nt	nt
O=S(=O)(Cc1cnc(Cl)s1)c1ccccc1	11.7%	-8.6%	11.5%	-6.9%	8.3	-8.2%	-6.1	7.6%	?
Cn1c(N)c(C(=O)CN2CCN(S(=O)(=O)c3ccccc3C#N)CC2)c(=O)n(C)c1=O	12.5%	nt	-0.3%	0.2%	2.0	-1.7%	11.9	3.4%	-12.5
Cc1ccc(C(=O)C2CCN(S(=O)(=O)c3ccc(C(=O)O)cc3)CC2)cc1	17.8%	2.6%	-16.8%	-6.7%	9.8	-2.3%	24.7	-0.4%	7.4
O=C1c2ccccc2NC(c2ccccc2)N1Cc1ccco1 (centres undefined)	?	2.8%	0.5%	-22.8%	-11.3	3.8%	-10.5	-3.9%	-1.3
CCOc1ccc(Nc2nc(N3CCCCC3)nc(N3CCCCC3)n2)cc1	4.7%	4.3%	8.9%	3.3%	0.2	-3.2%	6.0	4.4%	-7.2
Cc1cccc(N(Cc2cc3ccccc3[nH]c2=O)S(=O)(=O)c2ccccc2)c1	-14.7%	?	-29.9%	?	-1.0	19.4%	-8.9	-18.3%	4.1
COc1ccc(CCC(=O)Nc2cnc3ccccc3c2)cc1	0.0%	-0.6%	11.9%	10.9%	3.5	8.4%	-4.9	10.1%	0.9
COc1ccccc1C(=O)Nc1cc(C)c(OCC(=O)N2CCOCC2)c(C)c1	nt	-8.3%	9.3%	nt	0.1	7.6%	-14.7	-0.3%	-3.0
CCOC(=O)COc1ccc(Cl)cc1C1NC(=O)NC(C)=C1C(C)=O (centres undefined)	2.4%	-1.3%	0.8%	9.1%	2.2	2.7%	8.4	0.0%	-15.6
COc1ccc(OC)c(S(=O)(=O)N2CCC(C(=O)NCCc3ccccc3)CC2)c1	?	-1.2%	-7.2%	-1.0%	0.9	-0.4%	23.1	5.4%	10.1
FC(F)(F)c1cccc(OCc2noc(-c3ccsc3)n2)c1	?	-2.4%	27.0%	6.3%	-3.0	25.4%	-1.7	8.1%	?
Cc1cc(C)cc(N2C(=O)CN(Cc3ccccc3)C2=S)c1	2.9%	-47.7%	-0.1%	5.0%	-1.6	0.2%	11.2	-8.7%	4.2
O=C(CN1CCCCCC1)N/N=C/c1cccc(Cl)c1Cl	20.7%	-0.5%	7.6%	0.9%	-8.0	17.8%	-9.0	1.8%	4.9
CCOC(=O)Cn1cc(Cn2c3ccccc3c(=O)n2C(C)C)nn1	6.4%	nt	17.0%	0.1%	-3.3	-1.4%	9.6	16.1%	?
O=C1C(=O)N2C(=C1C(=O)N1CCCCCC1)c1ccccc1CC21CCCC1	1.4%	-2.8%	-6.2%	0.0%	-0.9	0.1%	3.1	-2.0%	-11.2
COc1ccc(N(CC(=O)N2c3ccccc3CC2C)S(=O)(=O)c2c(C)noc2C)cc1 (centres undefined)	-18.0%	-38.4%	-2.0%	-12.8%	2.7	-5.0%	-3.0	4.1%	-6.7
O=C(Nc1ccc(Cl)c(Cl)c1)N1CCOCC1	0.0%	-3.3%	10.9%	2.2%	11.7	6.5%	17.0	0.7%	3.4
CC1=C/C(=N\OS(=O)(=O)c2ccccc2)C(C(C)C)=CC1=O	?	3.66µM*	?	?	-3.8	-31.7%[inhibitor]	-95.4*	?	-15.4
COc1ccnc(CSC(N)=Nc2ccccc2C(F)(F)F)c1	15.3%	2.5%	-16.5%	5.2%	-11.0	1.2%	3.4	-10.6%	-10.1
O=C(Cn1c(=O)sc2ccccc21)OC(CCl)CCl	0.3%	-10.3%	6.1%	7.9%	1.0	-12.6%	12.0	2.9%	-4.7
Cc1cc(C)c(/C=C2\C(=O)Nc3ccccc32)[nH]1	-17.0%	?	-15.3%	-2.4%	3.0&0.9	20.9%&-7.7%	?	7.5%	11.6
CC12CCC(C/C1=N\OC(=O)c1c(F)cccc1F)C2(C)C (centres undefined)	?	-7.3%	11.1%	-20.6%	-3.1	2.8%	21.7	16.3%	-2.8
CN(C)c1cccc(C(=O)NNC(=O)/C=C/c2cccs2)c1	-7.3%	-0.7%	-0.7%	?	-1.0	1.0%	-27.0	-2.8%	-13.9
COc1cc(Cn2c3ccc(NC(=O)CCc4ccccc4)cc3c(=O)n2C)ccc1F	5.8µM*	nt	?	9.2µM*	-16.7	9.1%	39.8	?	?
Cc1c(/C=N/n2cnnc2)c2ccccc2n1C	-14.6%	-4.3%	14.8%	0.9%	0.8	8.6%	0.0	15.9%	-10.0
O=C(NCCN1CCCC1)C1CC(=O)N(C2CCCCC2)C1 (centres undefined)	4.4%	-7.8%[9.22 µM]	0.6%	20.4%	5.4	-1.3%	0.0	8.0%	1.5
Cc1ccc(-c2csc3ncnc(SCC(=O)Nc4nnc(C)s4)c23)cc1	?	20.1%	5.2%	?	3.5	-17.7%	26.7	10.5%	13.0
O=C(NCc1ccc2c(c1)OCO2)C1CC(=O)N(c2ccc(F)cc2)C1 (centres undefined)	13.6%	-5.4%	1.7%	9.1%	1.1	-4.8%	4.9	-3.9%	9.1

Among those listed so far, two have a CF3 group:
mol	KB-V1 MDR tox	SW480 rerep	HT1080 IDH1KD tx	KB-3-1 cytotox	DRD3 agonist	GLP-1R agonist	IL1B secr inh	HT1080NT lethal	D3 antag
FC(F)(F)c1cccc(OCc2noc(-c3ccsc3)n2)c1	?	-2.4%	27.0%	6.3%	-3.0	25.4%	-1.7	8.1%	?
COc1ccnc(CSC(N)=Nc2ccccc2C(F)(F)F)c1	15.3%	2.5%	-16.5%	5.2%	-11.0	1.2%	3.4	-10.6%	-10.1

Going on with the list:
mol	KB-V1 MDR tox	SW480 rerep	HT1080 IDH1KD tx	KB-3-1 cytotox	DRD3 agonist	GLP-1R agonist	IL1B secr inh	HT1080NT lethal	D3 antag
O=C(CSc1nccc(=O)[nH]1)N1N=C2/C(=C/c3ccco3)CCCC2C1c1ccco1 (centres undefined)	4.2%	-3.8%	2.0%	5.9%	-4.3	0.1%	3.6	0.6%	8.5
COC(=O)c1cc(NC(=O)CN2CCN(C(C)=O)CC2)cc(C(=O)OC)c1	-4.2%	-2.0%	14.9%	19.2%	4.7	4.5%	-10.7	4.6%	15.9
Cc1ccc(N2C(=O)N(CC(=O)Nc3ccc(C)c(C)c3)C(=O)C2C)cc1 (centres undefined)	2.2%	0.9%	-1.0%	3.6%	7.8	-7.8%	?	-1.4%	0.0
CN1CCN(c2ccc(CNC(=O)C3(C)Cc4c(-c5ccccc5)ccnc4O3)cc2)CC1 (centres undefined)	1.4%	nt	-16.4%	0.0%	-15.0	6.9%	-22.0	-8.3%	-62.3*
Cc1ccc2c(c1)N(C(=O)CCC(=O)N1CCc3ccccc3C1)CCO2	-26.3%	-1.9%	15.4%	13.6%	-3.8	-12.9%	24.6	6.5%	?

Source: PubChem BioAssay (National Center for Advancing Translational Sciences (NCATS))
